mcGAS MS inh: blocks mouse cGAS cGAMP production; AID 1259397; inhibition, % at 12.5 µM; Q8C6L5; recombinant mouse cGAS, cGAMP by RapidFire MS; 0.18% of 130,000 active;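 active = inhibition of cGAS enzyme activity at or above 60%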;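 note: enzyme stimulated by 45 bp dsDNA with ATP and GTP substrates; cGAMP share of summed cGAMP plus half ATP and half GTP signals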
Target sequence (Q8C6L5 whole entry, looked up): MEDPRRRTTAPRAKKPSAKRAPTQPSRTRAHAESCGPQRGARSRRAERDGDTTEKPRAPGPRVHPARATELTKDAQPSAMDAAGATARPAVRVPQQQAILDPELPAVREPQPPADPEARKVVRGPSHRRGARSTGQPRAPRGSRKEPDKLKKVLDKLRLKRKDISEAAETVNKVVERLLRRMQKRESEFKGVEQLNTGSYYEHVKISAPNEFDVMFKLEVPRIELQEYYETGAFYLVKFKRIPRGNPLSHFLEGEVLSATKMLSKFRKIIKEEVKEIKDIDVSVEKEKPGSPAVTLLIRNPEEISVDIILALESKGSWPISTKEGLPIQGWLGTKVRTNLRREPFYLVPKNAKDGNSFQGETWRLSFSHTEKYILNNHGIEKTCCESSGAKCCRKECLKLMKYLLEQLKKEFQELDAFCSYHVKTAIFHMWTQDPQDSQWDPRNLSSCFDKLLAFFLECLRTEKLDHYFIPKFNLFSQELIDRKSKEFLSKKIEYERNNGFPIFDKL
* = called active by the depositor; & = joins results of further samples.

The first 4 compounds as a preview:
SMILES	mcGAS MS inh
NC(=O)c1ccccc1NC(=O)c1cccn(Cc2ccccc2Cl)c1=O	-8
Cc1cc([P+](=O)O)c(C)n1-c1ccc(Br)cc1	1
Cc1ccccc1Cn1cccc(C(=O)Nc2cc(Cl)ccc2C#N)c1=O	-6
NC1(c2nc(CC3CCCO3)no2)CCCCC1 (stereo unspecified)	-6

All compounds of this part, from the first entry:
SMILES	mcGAS MS inh
NC(=O)c1ccccc1NC(=O)c1cccn(Cc2ccccc2Cl)c1=O	-8
Cc1cc([P+](=O)O)c(C)n1-c1ccc(Br)cc1	1
Cc1ccccc1Cn1cccc(C(=O)Nc2cc(Cl)ccc2C#N)c1=O	-6
NC1(c2nc(CC3CCCO3)no2)CCCCC1 (stereo unspecified)	-6
CCCN1CCCC1Cc1ccc(F)cc1 (stereo unspecified)	-11
Cc1[nH][nH]c(=O)c1CC(=O)N1CCN(C)C2(CCN(C)CC2)C1	-12
CN1C(=CP(=S)(c2ccccc2)N2CCOCC2)C(C)(C)c2ccccc21 (stereo unspecified)	48
COC(=O)c1cccc(CN2CCO[C@@H]3CCCC[C@H]32)n1	-30
Clc1ccc(NC2=NCCS2)cc1Cl	6
CCOC(=O)C1C(=N)Oc2cc(O)ccc2C12C(=O)N1c3c(cccc32)C(C)CC1(C)C (stereo unspecified)	-4
CC(=O)NCC1=CCCN(CCc2c[nH]c3ccccc23)C1	-25
N#Cc1ccc(NC(=O)c2ccc(Cl)cc2F)cc1Cl	-6
O=P1(N2CCOCC2)C=C(c2ccccc2)c2cc(Cl)ccc2O1 (stereo unspecified)	-18
O=C(c1ccccn1)C1CCCN(Cc2ccc(-n3ccnc3)cc2)C1 (stereo unspecified)	-12
c1ccc2c(c1)Nc1ccccc1S2	-6&-4
CNC(C)(C)Cc1ccccc1	-4&-3
CCn1nnc2c(N3CCN(C)CC3)ncnc21	-13
COc1ccc(N2C(=O)/C(=C/c3ccc(OC)c(OC)c3)C(=O)NC2=S)cc1	19
COc1ccccc1Sc1ccccc1CC(C)N (stereo unspecified)	-27
CCCCCCCCCCNCCC (tested in a mixture with another compound)	-5
CCC(N)C(O)c1ccc(O)c(O)c1 (stereo unspecified)	-8
CNC(=O)CSP(=S)(OC)OC	0
COc1cccc(CN2CCCC(C(=O)c3ccc(Cl)cc3)C2)c1O (stereo unspecified)	-7
C[C@]12CCC(=O)C=C1C=CC1C2CC[C@@]2(C)C1CC[C@@]2(O)CCC(=O)O (stereo partly specified)	-7&-2
COC(=O)CCCC(=O)N1CC2CC(C1)c1cccc(=O)n1C2 (stereo unspecified)	-5
Oc1cc(Cl)ccc1Oc1ccc(Cl)cc1Cl	-18&-3
CC(=O)c1ccc(C(=O)N2C[C@H](c3ccccc3)[C@@H]3[C@H]2C2CCN3CC2)s1	-47
O=C(O)c1cccnc1CN1CCC(n2nnc3ccccc32)CC1	-22
Cc1nn(C(C)(C)C)c(C)c1C(=O)NC1CCSc2c(F)cccc21 (stereo unspecified)	-16
Cc1cc(NC(=O)c2cccn(Cc3ccc(Cl)cc3)c2=O)c2ccccc2n1	-4
CCN(Cc1ccc(F)cc1)C(=O)C(C)N1CCCC1=O (stereo unspecified)	-20
OC12CCCCC1CNCC2 (stereo unspecified)	-2
CN(C)CCO/N=C1/CN2CCC1CC2	-1
CC(Cc1ccccn1)N(C)C1CCN(c2ccc3c(c2)OCO3)CC1 (stereo unspecified)	-17&9
Cc1ccc(C)c2sc(N3CCNCC3)nc12	-6
O=C(Nc1ccc(F)c([N+](=O)[O-])c1)c1cccn(Cc2ccccc2)c1=O	-6
Cc1ccccc1CC(=O)N1CCN(CCN2C(=O)CCC2=O)CC1	1
C[C@]1(O)CCC2C3CC(=O)[C@H]4CC(=O)CC[C@]4(C)C3CC[C@@]21C (stereo partly specified)	-8
CC(=O)Oc1ccc(/C=C/c2cc(OC(C)=O)cc(OC(C)=O)c2)cc1	-10
CCOc1ccnc(N2C[C@@H]3C[C@@H](C2)c2cccc(=O)n2C3)n1	-9

Quoted at random: 10 entries already listed
SMILES	mcGAS MS inh
CCOc1ccnc(N2C[C@@H]3C[C@@H](C2)c2cccc(=O)n2C3)n1	-9
OC12CCCCC1CNCC2 (stereo unspecified)	-2
C[C@]1(O)CCC2C3CC(=O)[C@H]4CC(=O)CC[C@]4(C)C3CC[C@@]21C (stereo partly specified)	-8
CCN(Cc1ccc(F)cc1)C(=O)C(C)N1CCCC1=O (stereo unspecified)	-20
CN(C)CCO/N=C1/CN2CCC1CC2	-1
CC(=O)Oc1ccc(/C=C/c2cc(OC(C)=O)cc(OC(C)=O)c2)cc1	-10
O=C(Nc1ccc(F)c([N+](=O)[O-])c1)c1cccn(Cc2ccccc2)c1=O	-6
CC(Cc1ccccn1)N(C)C1CCN(c2ccc3c(c2)OCO3)CC1 (stereo unspecified)	-17&9
Cc1ccc(C)c2sc(N3CCNCC3)nc12	-6
Cc1ccccc1CC(=O)N1CCN(CCN2C(=O)CCC2=O)CC1	1

Remaining list, next part
SMILES	mcGAS MS inh
Nc1ncc([N+](=O)[O-])cc1[N+](=O)[O-]	-3
CCCN(CCC)c1c([N+](=O)[O-])cc(C(F)(F)F)cc1[N+](=O)[O-]	-2
CNC(=O)O/N=C\C(C)(C)SC	-6
O=C(O)CF	-2
Cc1cc(O)ccc1Cl	-2
CN1[C@@H]2CC[C@H]1CC(OC1c3ccccc3CCc3ccccc31)C2 (stereo partly specified)	-2
CN1CCN2CCN(C(=O)CCc3cc(=O)[nH]o3)CC2C1 (stereo unspecified)	-5&0
COCCN1CCCN(C(=O)Cc2c[nH]c3cc(C)ccc23)CC1	-7
COc1ccccc1NC(=O)c1cccn(Cc2cccc(C)c2)c1=O	-3
NC(=O)OC(c1ccccc1)C(Cl)(Cl)Cl (stereo unspecified)	0
CN1C(=C2C=NN(c3ccccc3)P2(=S)N2CCCCC2)C(C)(C)c2ccccc21 (stereo unspecified)	0
N#CC(C#N)=Cc1ccc(O)cc1	8
CC(C)(C)n1cc(C2=CCN(Cc3ccc4c(c3)OCO4)CC2)cn1	-31
Cc1noc(C)c1S(=O)(=O)N1CCN2CCNC(=O)C2C1 (stereo unspecified)	-5
CCOC(=O)Cn1c(C)nc2c(c1=O)C(CC)c1c(c3ccccc3oc1=O)O2 (stereo unspecified)	-10
CN1CC2(C)CNCC(C)(C1)C2	-6
C=CCSCC(=O)N1CCC2(CCNCC2)CC1	2
CCC(=O)OC1(Cc2ccc(CC)cc2)CC(C)N(C)CC1C (stereo unspecified)	-7
CCN(CC)P1(=S)C(=C2N(C)c3ccccc3C2(C)C)C=NN1C (stereo unspecified)	47
Cc1cnc2c(C(=O)N3CCCC4(CCNC4)C3)cnn2c1 (stereo unspecified)	-1
Fc1cc2ncn(Cc3cnc(Cl)s3)c2cc1F	-2
CC(C)c1cc(=O)n2c(n1)SCC2CC(=O)N1CC2CC(C1)c1cccc(=O)n1C2 (stereo unspecified)	-1
CC(C)Nc1ccnc(N2CCN3CCN(C)CC3C2)n1 (stereo unspecified)	-9
Cc1nn2c(C3C4C=CC(C4)C3C(=O)O)nc3ccccc3c2nc1=O (stereo unspecified)	-1
CN1C2CCC1CN(C(=O)C1CC(=O)N(c3ccccn3)C1)CC2 (stereo unspecified)	-46
Cn1nc(-c2cccc3c2CCNC3)ccc1=O	4
CN1CCN2CCN(C(=O)c3ccncc3F)CC2C1=O (stereo unspecified)	-17
O=c1[nH]c2ccccc2n1C1CCNCC1	-3
Cc1ncc(CC(=O)N2CCN(C)C(c3ccccc3)C2)c(=O)[nH]1 (stereo unspecified)	-27
Cc1ccc(C(=O)C2(C)N(O)C(C)C(c3cccs3)=[N+]2[O-])cc1 (stereo unspecified)	-1
Cc1cc(C)cc(C(=O)OC2CC3CCC(C2)N3C)c1 (stereo unspecified)	4
CC(C)OC(=O)Nc1cccc(Cl)c1	-7
CC(=O)NS(=O)(=O)c1ccc(NC(=O)c2cccn(Cc3ccccc3F)c2=O)cc1	-4
Cc1cc(C(=O)NC(C)c2ccc(F)c(F)c2)nn1C(C)(C)C (stereo unspecified)	-9
Cc1nn(CCC#N)c2c1P(=S)(N1CCCCC1)OC(c1ccc(F)cc1)=N2 (stereo unspecified)	10
CC(Cn1ccnc1)NCc1n[nH]c2c1CCC2 (stereo unspecified)	-3
N#CC1C(=N)Oc2c(c(=O)oc3ccccc23)C1C1CC=CCC1 (stereo unspecified)	-12
O=C(c1cnn2ccccc12)N1C[C@H](c2ccccc2)[C@@H]2[C@H]1C1CCN2CC1	-3
O=C(c1cccnc1)C1CCCN(Cc2cc3n(n2)CCCNC3)C1 (stereo unspecified)	29
CN1CCN(c2ncnc3sccc23)CC1	-14
c1cc2n(c1)-c1c(ccc3c1OCO3)CNC2c1ccc2c(c1)OCO2 (stereo unspecified)	-21
NCCc1ccc(Oc2ccccc2)c(F)c1	-10
NC(=O)CN1CCCN(C(=O)Cc2ccc(F)c(Br)c2)CC1	-5
Cc1cccc(CN(C)C(C)Cc2ncccc2C)n1 (stereo unspecified)	-21
Cc1cccnc1CC(C)N(C)Cc1ccc(CO)o1 (stereo unspecified)	-2
O=C1NC(C(=O)N2C3CCC2c2ccccc23)CS1 (stereo unspecified)	0
CCOC(=O)C12C(=O)Oc3ccccc3C1C(C)(C)C2(C)C (stereo unspecified)	-8
N#Cc1c(Cl)nc(N2CCOCC2)c(Cl)c1Cl	4
CC(C)[C@]12O[C@H]1[C@@H]1O[C@]13[C@]1(O[C@H]1C[C@H]1C4=C(CC[C@@]13C)C(=O)OC4)[C@@H]2O	2
CCOc1nc(NC(C)C)nc(N2CC3CC(C2)c2cccc(=O)n2C3)n1 (stereo unspecified)	3

As entered above:
C=CCSCC(=O)N1CCC2(CCNCC2)CC1 in mcGAS MS inh reads 2
CNC(=O)CSP(=S)(OC)OC in mcGAS MS inh reads 0
CNC(C)(C)Cc1ccccc1 in mcGAS MS inh reads -4&-3
Cc1ccc(C(=O)C2(C)N(O)C(C)C(c3cccs3)=[N+]2[O-])cc1 (stereo unspecified) in mcGAS MS inh reads -1
Nc1ncc([N+](=O)[O-])cc1[N+](=O)[O-] in mcGAS MS inh reads -3
Cc1ccccc1CC(=O)N1CCN(CCN2C(=O)CCC2=O)CC1 in mcGAS MS inh reads 1
CN1CCN2CCN(C(=O)c3ccncc3F)CC2C1=O (stereo unspecified) in mcGAS MS inh reads -17
O=C(O)CF in mcGAS MS inh reads -2

(list continues)
SMILES	mcGAS MS inh
Cc1nc2ccc(I)cc2c(=O)n1-c1ccc(C(=O)O)cc1	-8
CC(C)C1OC2OC(=N)C(C#N)(C2(C)C)C1(C#N)C#N (stereo unspecified)	-4
CN1CCN(P2(=S)C3=C(CCC3)C3=C(CCC3)N2c2ccccc2)CC1 (stereo unspecified)	-9&-3
CC(C)NCC(O)c1ccccc1Cl (stereo unspecified)	-6
CN1CCC2(CC1)N1CC3(C)CN2CC(C)(C1)C3=O	-24
O=C(Nc1ccc(F)c(F)c1F)c1cccn(Cc2ccccc2)c1=O	-4
NC1(c2ccccc2Cl)CCCCC1=O (stereo unspecified)	-8
N=c1sccn1Cc1ccccc1F	-5
O=C(Nc1ccncc1)c1cccn(Cc2c(F)cccc2Cl)c1=O	-2
COc1ccc(C(=O)C2CCCN(Cc3cccc(F)c3)C2)c(OC)c1 (stereo unspecified)	-6
Cc1cc(C(=O)NC(C(=O)N(C)C)c2ccccc2)c(C)n1C(C)C (stereo unspecified)	-12
Cc1noc2ccc(C3NCCc4[nH]cnc43)cc12 (stereo unspecified)	-32
FC(F)OC(F)(F)C(F)Cl (stereo unspecified)	11
COc1ccccc1CC(C)N(C)C(=O)Cc1csc(C)n1 (stereo unspecified)	-25
Cn1cc(CCN2CCN(c3ccccc3Cl)CC2)cn1	-1
Cc1[nH]c(=O)n(C(C)(C)C)c(=O)c1Cl	-5
O=C1Nc2ccc(Cl)cc2C(c2ccccc2Cl)=NC1O (stereo unspecified)	4
O=C(c1ccc(F)cc1)N1CCSC12CCNCC2	-4
COC(c1ccccc1)C(C)NCCO (stereo unspecified)	2
CCNCC(O)c1cccc(O)c1 (stereo unspecified)	-2
CN1C(=O)C(=Cc2ccccc2Cl)C(=O)N(C)C1=O	5
O=C(CSc1ccccn1)N1CC[C@H]2CC[C@@H](C1)N2	-8
CN(C)c1ccc(C=C2C(=O)NC(=S)NC2=O)cc1	7
C=CCn1c(O)c(C(C)=O)c(=O)[nH]c1=S	0
CCc1ccccc1NC(=O)c1cccn(Cc2ccc(Cl)cc2)c1=O	-3
CNCC(=O)c1ccc(O)c(O)c1	2
CCC(C)(C)O	-4
CCOC(=O)C1CCN(/C=C2/C(=O)NC(=O)N(c3cccc(C)c3C)C2=O)CC1	0
CCNc1ncc(C(=O)N2CCCC3(CCN(C)C3)C2)cn1 (stereo unspecified)	-16
COC(=O)c1ccc(C(=O)OC)c(NC(=O)c2cccn(Cc3cc(C)ccc3C)c2=O)c1	-7
O=Cc1cn(Cc2ccc(C(=O)O)o2)c2ccccc12	7
N#Cc1ccc(NC(=O)CNc2ccccc2F)cc1Cl	4
COc1ccc2cc(C(=O)C3CCCN(C4CCOCC4)C3)ccc2c1 (stereo unspecified)	-8
CC(C)CC(N)C1(c2ccc(Cl)cc2)CCC1 (stereo unspecified)	-6
O=P(C=C(Cl)c1ccccc1)(C=C(Cl)c1ccccc1)N1CCCC1	-14
Oc1ccc(CN2CCN(Cc3cccc(F)c3)CC2)c(Cl)c1	-12
CCN1CCC(n2nccc2N)CC1	-9&5
CCOCC(=O)NC1CCSC1=O (stereo unspecified)	-20
c1ccc([C@@H]2CN(c3cnc4ccccc4n3)[C@@H]3C4CCN(CC4)[C@@H]32)cc1	-37
CC(C)Oc1ccc(NP(=O)(Oc2ccccc2)Oc2ccccc2)cc1	-4
Cc1cc(C(=O)OCC(=O)N2CC3(C)CC2CC(C)(C)C3)c(C)n1C1CC1 (stereo unspecified)	-3
C[C@H]1CC[C@]2(NC1)O[C@H]1C[C@H]3[C@@H]4CC[C@H]5C[C@@H](O)CC[C@]5(C)[C@H]4CC[C@]3(C)[C@H]1[C@@H]2C	-1
CN(C)c1ccc(P(N(C)C)N(C)C)cc1	28
COc1cc(OC)c(OC)cc1C=O	-6
Cc1ccc(NP(C)(=O)c2nc3c(s2)CCCC3)cc1 (stereo unspecified)	-2

Screening data (PubChem)

The list is partial (hit frequency here may not be typical).
